p53ts 39C kill – p53ts cell cytotoxicity, nonpermissive temperature; H1299-p53A138V viability at 39C, ATP luminescence, 24 h; Potency, µM (top dose mostly 46.1 µM), for inactives: top-dose activity change, negative = cell killing, actives largely listed as cytotoxic; actives 1.5% (n = 130,000); active = well fitted cell-killing curve with a large enough effect; inconclusive = small, poorly fitted or top-dose-only effect; inactive = no such curve, though single readings can be large or run the other way; note: nearly all actives have a fitted effect of over 55% in size
* hit, by the source's call; ? = inconclusive. % is set by controls: 0 for no effect and ±100 for the full control effect; potency is the fitted concentration of half-maximal effect. Some of the compounds tested; the hit share may differ from the screen's.

cpd | Compound | p53ts 39C kill
1 | O=C(Nc1ccccc1)c1ccc(NCC2CCCO2)c([N+](=O)[O-])c1 (configuration not stated) | -5.6%
2 | Cc1ccnc(NC(c2ccncc2)c2c(C)[nH]c3ccccc23)c1 (configuration not stated) | 17.9%
3 | CCOc1ccc(CN(C)CC(=O)NNC(=O)c2ccc(Cl)cc2)cc1OC | 5.5%
4 | Cc1ccc(NC(=O)COC(=O)C(CC(C)C)N2C(=O)C3CC=CCC3C2=O)c(C)c1 (configuration not stated) | 19.4%
5 | Cc1ccc(-n2c(SCC(=O)NCCN3C(=O)CSC3=O)nnc2-c2ccccc2)cc1C | 2.9%
6 | CCOC(=O)c1ccc(NC(=O)c2ccccc2N(C)S(=O)(=O)c2ccccc2)cc1 | -13.9%
7 | CCCCN(CCCC)CC(O)CN(c1cc([N+](=O)[O-])ccc1OC)S(=O)(=O)c1ccccc1 (configuration not stated) | -19.1%
8 | CN(C)CCCO/N=C(\c1ccccc1)c1ccncc1 | -19.2%
9 | CCOC(=O)C(C)Sc1nnc(NC(=O)c2cccc([N+](=O)[O-])c2C)s1 (configuration not stated) | 10.2%
10 | O=C(Nc1cc(Cl)ccc1Oc1ccccc1)c1ccccc1F | 13.6%
11 | CCc1ccccc1NC(=O)c1cccc(NC(=O)/C=C/c2ccco2)c1 | -25.4%
12 | O=C(/C=C/c1c[nH]c2ccccc12)c1cccc2ccccc12 | ?
13 | C/C(=N/Nc1nc(-c2ccccc2)cc(-c2ccccc2)n1)c1ccc(N)cc1 | ?
14 | O=C(Cc1ccccc1)NCC(=O)OCC(=O)c1ccc(Cl)c([N+](=O)[O-])c1 | -2.2%
15 | CN1/C(=C\C=Nc2cc(S(=O)(=O)N3CCOCC3)ccc2N2CCOCC2)C(C)(C)c2ccccc21 | 7.8%
16 | CCc1cccc(CC)c1NC(=S)N1CCn2cccc2C1c1cccnc1 (configuration not stated) | 24.6%
17 | O=C(N/N=C/C=C/c1ccco1)/C(=C/c1ccccc1)NC(=O)c1ccccc1 | 4.2%
18 | O=C(COC(=O)/C=C/c1ccc(OC(F)F)cc1)NCc1cccs1 | 26.6%
19 | Cc1ccc(NC(=O)c2cc(=O)c3ccccc3o2)c(C)c1 | 4.7%
20 | COc1ccc(C2c3c(ccc4ccccc34)Oc3ncn4nc(-c5ccco5)nc4c32)cc1 (configuration not stated) | 20.0%
21 | O=C(NC(=S)N1CCOCC1)c1ccc([N+](=O)[O-])cc1 | 2.1%
22 | CC1(C)CC(=O)C([N+](=O)[O-])=C(NCCCO)C1 | 1.1%
23 | COc1ccc(OC)c(C2/C(=C(/O)c3ccccc3)C(=O)C(=O)N2Cc2ccco2)c1 (configuration not stated) | 14.0%
24 | CC(/C=N/NC(=O)CSc1nc(C)cc(C)n1)=C\c1ccccc1 | -0.3%
25 | Cc1ccccc1NC(=O)c1c(C)nc(SCC(=O)OCc2ccccc2)c(C#N)c1-c1ccc(F)cc1 | 3.2%
26 | COc1ccc(Br)cc1/C=C/C(=O)c1ccc(NC(C)=O)cc1 | 23.2%
27 | NC(=O)CC1Nc2cccc3cccc(c23)NC1=O (configuration not stated) | -1.8%
28 | COC(=O)CN(C(=S)Nc1ccc(F)cc1)C1CC(=O)N(c2ccccc2)C1=O (configuration not stated) | 5.9%
29 | COC(=O)c1[nH]c2ccccc2c1NC(=O)/C=C/c1ccc2c(c1)OCO2 | 9.0%
30 | O=C(N/N=C\c1ccc(-c2ccccc2[N+](=O)[O-])o1)C1COc2ccccc2O1 (configuration not stated) | -8.3%
31 | CC(C)n1c(O)c(N=NC(=O)c2ccccc2NS(=O)(=O)c2cccs2)c2ccccc21 | 0.2%
32 | COc1ccc(CNC(=O)CSc2ccc(Br)cc2)cc1OC | 10.1%
33 | O=C(Cn1cc(SCc2ccc(F)cc2)c2ccccc21)N1CCOCC1 | -13.0%
34 | O=C(COC(=O)c1ccccc1C(=O)c1ccccc1)NCCc1ccccc1 | 5.7%
35 | Cc1ccc(NN2C(=O)C=CC2=O)cc1 | -4.0%
36 | CCCCC(=O)Nc1cccc(NC(=S)NC(=O)C(C)C)c1 | 1.2%
37 | CCN1CCN(c2nc(-c3cccs3)nc3ccccc23)CC1 | 3.6%
38 | COc1ccc(Nc2nc(-c3cccc([N+](=O)[O-])c3)nc3ccccc23)c(OC)c1 | 6.2%
39 | CCOc1ccc(C(c2c(NC(=O)c3ccccc3)sc(C)c2C)N2CCN(C)CC2)cc1 (configuration not stated) | -13.0%
40 | COc1ccc(NC(=O)COC(=O)C2CCC(C(C)(C)C)CC2)c([N+](=O)[O-])c1 (configuration not stated) | -7.4%

Of the compounds above, 4 contain a thiophene ring, fused or not:
cpd | Compound | p53ts 39C kill
18 | O=C(COC(=O)/C=C/c1ccc(OC(F)F)cc1)NCc1cccs1 | 26.6%
31 | CC(C)n1c(O)c(N=NC(=O)c2ccccc2NS(=O)(=O)c2cccs2)c2ccccc21 | 0.2%
37 | CCN1CCN(c2nc(-c3cccs3)nc3ccccc23)CC1 | 3.6%
39 | CCOc1ccc(C(c2c(NC(=O)c3ccccc3)sc(C)c2C)N2CCN(C)CC2)cc1 (configuration not stated) | -13.0%

Continued.
cpd | Compound | p53ts 39C kill
41 | C/C(CC(C)C)=N\NC(=O)Nc1ccccc1 | -6.4%
42 | C/C(=N\NC(=O)c1ccccc1)c1cc2cc([N+](=O)[O-])ccc2oc1=O | 12.4%
43 | CCc1nccn1-c1cc(C(C)(C)C)nc2c(-c3ccc(Cl)cc3)cnn12 | 2.7%
44 | CC(C)c1ccc2[nH]c(O)c(N=NC(=O)c3ccc(CSc4nncn4C)cc3)c2c1 | -3.1%
45 | O=C(COC(=O)c1cccc2c1C(=O)c1ccccc1C2=O)NC1CCCCC1 | -1.4%
46 | O=C(c1ccc([N+](=O)[O-])cc1)n1nc(-c2ccccc2)nc1NCc1ccc(F)cc1 | -7.7%
47 | CC1CCCN(S(=O)(=O)c2ccc(C(=O)Nc3ccccc3-c3nc4ccccc4[nH]3)cc2)C1 (configuration not stated) | 18.3%
48 | O=C(c1ccccc1NS(=O)(=O)c1ccccc1[N+](=O)[O-])N1CCOCC1 | 5.6%
49 | COc1ccc(-c2cc(C(=O)OC(C)C(=O)Nc3c(C)n(C)n(-c4ccccc4)c3=O)c3ccccc3n2)cc1 (configuration not stated) | ?
50 | Cc1cc(C)c(N=Cc2c(O)n(-c3nccs3)c(=O)c3ccccc23)c(C)c1 | 12.2%
51 | Cc1ccc(NC(=O)C2CC(=O)N/C(=N/N=C/c3ccco3)S2)cc1 (configuration not stated) | 10.1%
52 | COc1ccc(C2=CC(c3cccc(OC)c3)n3nnnc3N2)cc1 (configuration not stated) | -1.8%
53 | CCCOc1ccc(C2NC(=S)NC(c3ccccc3)=C2C(=O)Nc2ccc(C)cc2)cc1OC (configuration not stated) | 9.5%
54 | CCn1c(O)c(N=NC(=O)C2C(=O)NCC2c2ccccc2)c2ccccc21 (configuration not stated) | 19.1%
55 | CCn1c2ccccc2c2cc(/C=N/NC(=O)c3ccc(O)cc3)ccc21 | 13.7%
56 | CC1=CC(=O)C(C(C)C)=C/C1=N\OC(=O)c1cccc2nc(C)oc12 | 14.0%
57 | CCCCc1ccc(NC(=S)Nc2ccc(Nc3ccc(OC)cc3)cc2)cc1 | -0.7%
58 | Cc1cccc(CSc2ccc(-c3ccco3)nn2)c1 | -5.0%
59 | CCOc1ccccc1NC(=O)CSC1=C(C#N)C(c2ccco2)C(C(=O)Nc2nc3ccccc3s2)=C(C)N1 (configuration not stated) | -4.1%
60 | CCC(=O)Nc1cccc(-c2cn3ccccc3n2)c1 | -13.1%
61 | Cc1ccc(-c2nnc(Oc3cccc(C)c3)c3ccccc23)cc1 | 6.4%
62 | CCCCNC(=S)N(C)/N=C/c1ccc2c(c1)OCO2 | 11.0%
63 | O=C(CN1CCSC1=NCc1ccccc1)c1ccc(Cl)cc1 | ?
64 | COc1ccccc1C1CC(c2ccco2)=NN1c1ccccc1 (configuration not stated) | -1.7%
65 | Cc1ccc(NC(=O)/C=C/c2ccc([N+](=O)[O-])s2)c(C)c1 | 16.2%
66 | COc1cc(/C=N/NC(=S)Nc2cccc(S(=O)(=O)N(C)C)c2)cc(OC)c1O | -10.7%
67 | S=C(Nc1cccc(Cl)c1Cl)Nn1cnnc1 | 3.5%
68 | COC(=O)Cc1ccc(NC(=S)NN2CCOCC2)cc1 | 6.2%
69 | CCOc1ccc(-c2cc(C(=O)NN3CCN(C)CC3)c3cc(Cl)ccc3n2)cc1 | 0.3%
70 | Cc1ncsc1CCOC(=O)c1ccc([N+](=O)[O-])cc1 | 18.2%
71 | Cc1sc2ncnc(N/N=C/c3ccc(O)cc3)c2c1C | -2.5%
72 | CCCCN1C(=O)/C(=C(/C#N)C(N)=O)c2ccccc21 | 8.5%
73 | O=C1c2cccc3cccc(c23)C(=O)N1CCN1CCN(CC(O)COc2ccc3ccccc3c2)CC1 (configuration not stated) | -11.2%
74 | CC(=O)Nc1cc(C(=O)NCc2ccco2)ccc1Sc1ccc(F)cc1 | 4.7%
75 | O=C(NC(Cc1ccccc1)C(=O)O)/C(=C/c1ccc(F)cc1)NC(=O)c1ccccc1 (configuration not stated) | 3.1%
76 | O=C(C1CCCN(S(=O)(=O)c2ccccc2[N+](=O)[O-])C1)N1CCN(c2ccccc2)CC1 (configuration not stated) | 11.0%
77 | O=C(CCCC(=O)OCC(Cl)=C(Cl)Cl)Nc1ccccc1F | 5.1%
78 | CCOC(=O)c1c(NC(=S)NC)sc2c1CC(C)(C)SC2 | 0.5%
79 | Cc1ccc(C)c2c1cc(C)c1nnc(SCC(=O)N3CCCc4ccccc43)n12 | 4.7%
80 | COc1ccc(C)cc1NC(=O)C(OC(=O)c1cc(C)oc1C)c1ccccc1 (configuration not stated) | -8.0%
81 | COc1ccc(CCN(C(=O)C(F)(F)F)C(C(=O)NC2CCCCC2)c2cccs2)cc1 (configuration not stated) | -10.9%
82 | CNc1nc2cc([N+](=O)[O-])c([N+](=O)[O-])cc2nc1NC | 25.8%
83 | O=C(N/N=C\c1cc(Cl)ccc1O)c1ccc(S(=O)(=O)N2CCCCC2)cc1 | -24.0%
84 | Cc1c(NC(=O)c2cccs2)cccc1-c1nc2ccccc2s1 | -8.6%
85 | COc1ccc(C)cc1NC(=S)N1CCN(c2ccccn2)CC1 | -5.2%
86 | CC(CO)(CO)NCc1ccc(-c2ccccc2)cc1 | -20.0%
87 | Cc1cccc(NC(=O)CSc2ccc(-c3ccco3)nn2)c1C | 4.3%
88 | O=C(CSc1nc2nc3c(cc2c(=O)n1-c1ccccc1)CCCC3)Nc1cccc2ccccc12 | 5.3%
89 | Nc1ccc2oc(-c3ccccc3Cl)nc2c1 | ?
90 | COc1ccc(N=Nc2nc3cc(Br)c(Br)cc3n2C)c(OC)c1 | 5.5%
91 | CCSc1nnc(C)c(=O)n1COC(=O)c1ccc(S(=O)(=O)N2CCCC2)cc1 | 4.6%
92 | COc1cc(/C=N/S(=O)(=O)CCc2ccccc2)ccc1O | 1.6%
93 | O=C(N/C(=C\c1cn(-c2ccccc2)nc1-c1ccc(Cl)cc1)C(=O)N1CCOCC1)c1ccccc1 | 22.9%
94 | N#C/C(=C\c1c(N2CCC(C(N)=O)CC2)nc2ccccn2c1=O)C(=O)NCc1ccco1 | 8.6%
95 | Cc1ccc(SCc2nc(N)nc(Nc3ccccc3C)n2)cc1C | -13.8%
96 | Cc1ccccc1SCC(=O)OCC(=O)Nc1sccc1C(N)=O | -2.6%
97 | Cc1ccccc1CS(=O)(=O)c1cn(CC(=O)N2CCC(C)CC2)c2ccccc12 | -21.6%
98 | CC(C)(C)CC(=O)O/N=C(\N)c1ccccn1 | 20.9%
99 | CC(=O)Oc1ccc(Cl)cc1/C=C/c1ccc2ccccc2n1 | -11.4%
100 | COc1ccc(C)cc1N(C(=O)c1cccc(F)c1)c1nc2ccccc2s1 | -11.3%

The listing continues:
cpd | Compound | p53ts 39C kill
101 | C/C(=N\Nc1nc2ccccc2[nH]1)c1ccc(Cl)s1 | -13.7%
102 | Cc1cc(C)n2cc(CSc3nc4ccccc4s3)nc2n1 | 10.9%
103 | O=[N+]([O-])c1cccc(Cl)c1NCCNS(=O)(=O)c1ccc(Cl)cc1 | -1.1%
104 | CCNC(=O)OCCC12CC3CC(CC(C3)C1)C2 | 9.9%
105 | CS(=O)(=O)N(Cc1ccccc1)c1ccc(C(=O)Nc2ccccc2Sc2ccccc2)cc1 | -12.4%
106 | CC(C)(CO)NCC(O)COc1ccc2c(c1)CCC2 (configuration not stated) | -8.1%
107 | COC(=O)C1=C(NC(=O)COc2ccc(Cl)cc2Cl)CCS1 | 8.4%
108 | O=C(CSc1nc2ccccc2[nH]1)Nc1nc(-c2cccc(Br)c2)cs1 | -7.3%
109 | O=C(COC(=O)c1ccccc1C(=O)c1ccccc1)NCCc1ccc(Cl)cc1Cl | 2.1%
110 | COc1ccc(NC(=O)/C=C/c2ccccc2[N+](=O)[O-])c(OC)c1 | 16.5%
111 | O=[N+]([O-])c1ccc(N2CCN(S(=O)(=O)c3ccccc3[N+](=O)[O-])CC2)cc1N1CCc2ccccc2C1 | -3.5%
112 | Cc1ccc(-c2nnc(NCc3nc4ccccc4[nH]3)c3ccccc23)cc1S(=O)(=O)N(C)C | 4.1%
113 | O=C(CSc1nnnn1-c1ccccc1)N1N=CCC1c1ccccc1 (configuration not stated) | -4.9%
114 | COc1ccc(C2C(C(C)=O)=C(O)C(=O)N2c2nccs2)cc1OC (configuration not stated) | 15.7%
115 | CC1CCC/C(=N\NC(=O)COc2ccccc2Cl)C1 (configuration not stated) | 13.2%
116 | Fc1cc(Br)ccc1NC(=S)Nc1ccccc1 | -4.2%
117 | O=C(Nc1nc2ccc(Oc3ccccc3)cc2s1)c1cc([N+](=O)[O-])ccc1N1CCOCC1 | 22.2%
118 | N=C1CCCN1CC(=O)c1ccc(Cl)cc1 | 13.0%
119 | O=C(CSc1nnc(CCCN2C(=O)c3cccc4cccc(c34)C2=O)n1-c1ccccc1)N1CCCCC1 | -4.6%
120 | COc1ccc2cnnc(SCC(=O)Nc3ccc(C(=O)O)cc3)c2c1OC | 15.3%
121 | COC(=O)c1c(-c2ccccc2)csc1NC(=O)c1c(-c2ccccc2)noc1C | -22.7%

Source: PubChem (National Center for Advancing Translational Sciences (NCATS))
